High-throughput results (PubChem)
PI4K2A block: qHTS for small molecular inhibitors of PI4K2A. purified PI4K2A, ADP-Glo luminescence, 1 h; hits give low values. activity change, negative = inhibition, % at 76.9 µM. actives 0.13% (n = 420,000); in the data active means activity change below about -50%; inconclusive means mostly about -30% to -49%;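 further: -100% = wells without enzyme as full effect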
Target sequence (Q9BTU6 whole entry, looked up): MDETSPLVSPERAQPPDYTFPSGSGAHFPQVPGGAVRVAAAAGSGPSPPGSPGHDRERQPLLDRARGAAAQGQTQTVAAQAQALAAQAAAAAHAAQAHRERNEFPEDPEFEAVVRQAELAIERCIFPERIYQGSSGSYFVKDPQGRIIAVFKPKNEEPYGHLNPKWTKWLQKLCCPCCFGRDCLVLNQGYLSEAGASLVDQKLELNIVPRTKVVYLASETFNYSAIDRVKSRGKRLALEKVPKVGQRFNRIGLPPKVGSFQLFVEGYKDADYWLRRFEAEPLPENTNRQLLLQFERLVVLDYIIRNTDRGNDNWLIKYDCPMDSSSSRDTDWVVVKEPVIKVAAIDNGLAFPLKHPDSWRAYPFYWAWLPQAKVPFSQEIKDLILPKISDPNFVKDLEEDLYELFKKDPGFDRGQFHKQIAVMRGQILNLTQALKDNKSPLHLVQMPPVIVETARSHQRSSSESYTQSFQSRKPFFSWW
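In this quantitative HTS, ADP production by PI4K2A was quantified luminescently after 1 h at ambient temperature; 100 microM adenosine served as plate-quality control.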
Pin1 inhibitor: qHTS Assay to Find Inhibitors of Pin1; AID 504891, 2011; Pin1 FP peptide displacement, HiFluor488, 10 min; actives 0.009% (n = 390,000); Potency, µM (doses to about 115 µM), for inactives: at the highest dose activity, negative = inhibition, hits mostly inhibitors; Peptidyl-prolyl cis-trans isomerase NIMA-interacting 1 (Homo sapiens), Q13526; active means well fitted inhibition curve with a large enough effect in the polarisation, with a control signal flat, not every such curve was filed as active; inconclusive means small, poorly fitted or top-dose-only effect, or effect the other way, or a change in a side signal; inactive means no such curve, though single readings can be large or run the other way; the % refers to the polarisation; further: potency means the concentration at half of the fitted maximal effect; on the % scale 0 is the no-effect control and ±100 the full control effect
G9a block: qHTS Assay for Inhibitors of Histone Lysine Methyltransferase G9a; Histone-lysine N-methyltransferase EHMT2 (Homo sapiens), Q96KQ7; G9a H3K9 monomethylation, AlphaScreen, 2 h; Potency, µM (titrated, usually from 102 µM), for the others: top-dose activity, negative = inhibition, hits mostly inhibitors; actives 8.8% (n = 350,000); AID 504332, 2011; further: potency means the concentration at half of the fitted maximal effect; on the % scale 0 is the no-effect control and ±100 the full control effect; nearly all actives have a fitted effect of over 75% in size
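Readings reflect AlphaScreen signal from monomethyl-H3K9 antibody detection. HMT at 20 nM; substrate b-H3K9 500 nM; cofactor SAM 20 uM; 2 h RT reaction; compounds tested as titrations in qHTS with 15 min preincubation.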
ERG-DNA inh: qHTS for Small Molecule Inhibitors of the ERG Ets/DNA interaction | Transcriptional regulator ERG (Homo sapiens), P11308 | Potency, µM (highest dose often 76.9 µM), without a hit: at the top dose FP activity, negative = inhibition, hits mostly inhibitors | actives 0.028% (n = 370,000) | fluorescence polarization, His-ERG Ets domain / labelled DNA; active means well fitted inhibition curve with a large enough effect in the polarisation, with a control signal flat; inconclusive means small, poorly fitted or top-dose-only effect, or effect the other way, or a change in a side signal; inactive means no such curve, though single readings can be large or run the other way; the % refers to the polarisation;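 further: polarization taken with two DNA probes labelled with fluorescein and Texas red; potency means the concentration at half of the fitted maximal effect; % of control where 0% means no effect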
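His-tagged ERG Ets domain (1 uM in the protein solution; 300mM KCl, 50mM Tris-HCl, 1mM EDTA, 1mM DTT, pH 7.5) received compound, then a probe mix of 5 nM fluorescein-DNA and 100nM Texas-615-DNA. Fluorescence polarization was read for both dyes.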
BAZ2B inh: qHTS Assay for Inhibitors of BAZ2B | Potency, µM (series often up to 114 µM), without a hit: at the top dose activity change, negative = inhibition, hits mostly inhibitors | actives 4.4% (n = 360,000) | AlphaScreen BAZ2B-H3K14Ac peptide displacement | AID 504333, 2011; further: potency means the concentration at half of the fitted maximal effect; on the % scale 0 is the no-effect control and ±100 the full control effect; nearly all actives have a fitted effect of over 60% in size
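AlphaScreen luminescence quantifies BAZ2B engagement of H3K14Ac peptide; the protein and biotinylated peptide are both at 50 nM final, buffer PBS pH 7.4 with 0.01% Tween-20, all steps at room temperature.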
GLS inhibitor: qHTS for Inhibitors of Glutaminase (GLS) | Glutaminase kidney isoform, mitochondrial (Homo sapiens), O94925 | GLS enzymatic activity, qHTS titration | Potency, µM (highest dose often 45.5 µM), for inactives: at the top dose activity change, negative = inhibition, usual class: inhibitors | actives 0.21% (n = 410,000) | AID 624170, 2012; further: potency means the concentration at half of the fitted maximal effect; on the % scale 0 is the no-effect control and ±100 the full control effect
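Read-out is an Amplex red fluorescence increase coupled through glutamate oxidase and HRP, measured before and after 30 min room-temperature incubation. hKGA is in 45 mM KH2PO4 (pH 8.2) with 0.02% Tween-20; glutamine added as 1mM solution.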
PGK inhibitor: qHTS Assay to Find Inhibitors of Phosphoglycerate Kinase. Phosphoglycerate kinase, glycosomal (Trypanosoma brucei brucei), P07378. PGK/GAPDH coupled, Kinase-Glo luminescence, 60 min. actives 0.043% (n = 380,000). Potency, µM (highest dose often 57.5 µM), inactives show at the top dose activity change, negative = inhibition, most hits filed as inhibitors; further: potency means the concentration at half of the fitted maximal effect; on the % scale 0 is the no-effect control and ±100 the full control effect; nearly all actives have a fitted effect of over 60% in size
Target sequence (P07378 whole entry, looked up): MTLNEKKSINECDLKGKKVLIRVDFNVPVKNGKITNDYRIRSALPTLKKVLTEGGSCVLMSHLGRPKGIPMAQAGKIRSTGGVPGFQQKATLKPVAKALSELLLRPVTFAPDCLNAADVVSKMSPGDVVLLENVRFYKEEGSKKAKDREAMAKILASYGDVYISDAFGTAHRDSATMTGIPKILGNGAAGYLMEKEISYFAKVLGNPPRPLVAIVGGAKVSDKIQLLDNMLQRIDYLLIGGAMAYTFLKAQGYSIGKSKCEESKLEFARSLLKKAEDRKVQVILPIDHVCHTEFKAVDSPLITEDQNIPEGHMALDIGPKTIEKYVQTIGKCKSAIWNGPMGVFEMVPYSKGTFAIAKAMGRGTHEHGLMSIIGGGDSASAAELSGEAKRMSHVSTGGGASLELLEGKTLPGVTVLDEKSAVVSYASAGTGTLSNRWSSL
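Recombinant glycosomal PGK reaction used 1,3-bisphosphoglycerate generated in-well by GAPDH (100nM final) in 100mM TEA pH 7.6, 5mM MgCl2, 0.01% Tween-20. After 60 minutes at room temperature, ATP was read by Kinase-Glo Plus luminescence end-point.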
HP1b chromo inh: HTS for Inhibitors of HP1-beta Chromodomain Interactions with Methylated Histone Tails; Chromobox protein homolog 1 (Homo sapiens), P83916; actives 0.56% (n = 390,000); Potency, µM (titrated, usually from 114 µM), for inactives: at the highest dose activity change, negative = inhibition, usual class: inhibitors; AlphaScreen HP1-beta / biotin-H3K9me3 peptide binding; further: potency means the concentration at half of the fitted maximal effect; nearly all actives have a fitted effect of over 70% in size; inactives centre near 23
Target sequence (P83916 whole entry, looked up): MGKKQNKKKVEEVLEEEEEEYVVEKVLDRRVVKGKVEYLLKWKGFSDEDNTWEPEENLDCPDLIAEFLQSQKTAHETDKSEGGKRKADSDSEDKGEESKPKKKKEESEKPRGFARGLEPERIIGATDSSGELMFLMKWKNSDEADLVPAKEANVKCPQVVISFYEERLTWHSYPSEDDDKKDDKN
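HP1-beta protein (50 nM final) preincubated 30 min at room temperature with biotinylated H3(1-18)K9me3 peptide (50 nM) in PBS pH 7.4, 0.01% Tween-20, then compound added for 30 min. AlphaScreen streptavidin donor/nickel chelate acceptor beads (10 ug/mL final), 30 min dark, luminescence read.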
JMJD2A Tudor inh: qHTS Assay for Inhibitors of JMJD2A-Tudor Domain. AlphaScreen JMJD2A-Tudor / H3K4me3 peptide binding. Potency, µM (series often up to 114 µM), without a hit: at the highest dose activity change, negative = inhibition, hits mostly inhibitors. actives 4.4% (n = 390,000). AID 504339, 2011; further: potency means the concentration at half of the fitted maximal effect; on the % scale 0 is the no-effect control and ±100 the full control effect; nearly all actives have a fitted effect of over 50% in size
* hit, by the source's call; i = inactive; ? = inconclusive; / = not tested or not shown; [ ] = dose if it differs, or a comment. Unless noted, the call rests on the fitted dose curve; in most records, active means well fitted curve in the direction sought with a large enough effect; inconclusive means small, poorly fitted or top-dose-only effect, or another doubt; inactive means no such curve, though single readings can be large; an effect the other way counts as inactive or inconclusive.

no. | PI4K2A block | Pin1 inhibitor | G9a block | ERG-DNA inh | BAZ2B inh | GLS inhibitor | PGK inhibitor | HP1b chromo inh | JMJD2A Tudor inh | Molecule
1 | -2 | 12% | 13%[59 µM] | -3% | 1% | -3% | -11% | 32%[activator] | -4% | O=C(c1ccccc1NS(=O)(=O)c1ccc(Cl)cc1)N1CCc2ccccc21
2 | -5 | -10% | -13%[59 µM] | -10% | -2% | -12% | -4% | 17% | -6% | CCCN(C(=O)c1cc(S(=O)(=O)N2CCc3ccccc32)cn1C)c1ccc(OCC)cc1
3 | 1 | 39%[activator] | / | 8% | / | -5% | 7% | 4% | -28% | COc1ccccc1NS(=O)(=O)c1cc(NC(=O)Cc2n[nH]c(=O)c3ccccc23)ccc1Cl
4 | -1 | -9% | -4%[12.7 µM] | -3% | -15% | -9% | i | 19% | -14% | Cc1ccccc1OCCC(=O)OCC(=O)Nc1ccc(N2CCOCC2)cc1
5 | -56* | / | / | / | / | -6% | -30% | ? | 3.2µM* | CN(C)c1ccc(Cc2cc3c(O)ccc(O)c3cc(Cc3ccc(N(C)C)cc3)c2=O)cc1
6 | -2 | 4% | -3% | 12% | ? | 7% | -5% | 18% | -35% | COc1ccc(-c2cc(-c3ccccc3)nc(NN)n2)cc1OC
7 | -3 | 0% | -3%[12.7 µM] | 13% | 19% | -1% | -4% | 88%[activator] | 26% | Cc1ccc(S(=O)(=O)CCC(=O)OCCOc2cccc(Br)c2)cc1
8 | -2 | -1% | / | 1% | / | -2% | 3% | 13% | -15% | COCCN1C(=O)N[C@@H](c2ccco2)C(C(=O)OC)=C1C
9 | 6 | 4% | 22%[12.7 µM] | 0% | 2%[57.1 µM] | 10% | 4% | 24% | -1% | Cc1cc(C(=O)NNC(=S)NCC2CCCO2)cs1 (stereo not drawn)
10 | 4 | -14% | / | 0% | -3% | 3% | 1% | 38%[activator] | -6% | COC(=O)CN1C(=O)[C@H]2[C@@H](/C=C/c3ccccc3)N3C(=O)CN(CC4CC4)C(=O)[C@@]3(Cc3ccccc3)[C@H]2C1=O
11 | 3 | 0% | 6%[12.7 µM] | / | 6% | 1% | / | 61%[activator] | -2% | COc1ccc(NC(=O)c2cc(OC)c(OC)c(OC)c2)cn1
12 | -1 | 2% | 11% | -2% | 3% | -3% | -4% | 21% | -2% | Cc1ccc(CCNC(=O)c2ccc3nc4ccccc4c(=O)n3c2)cc1

Limited to GLS inhibitor and PGK inhibitor, for 3 of the compounds above:
No. | compound | GLS inhibitor | PGK inhibitor
3 | COc1ccccc1NS(=O)(=O)c1cc(NC(=O)Cc2n[nH]c(=O)c3ccccc23)ccc1Cl | -5% | 7%
4 | Cc1ccccc1OCCC(=O)OCC(=O)Nc1ccc(N2CCOCC2)cc1 | -9% | i
5 | CN(C)c1ccc(Cc2cc3c(O)ccc(O)c3cc(Cc3ccc(N(C)C)cc3)c2=O)cc1 | -6% | -30%

Continuation:
no. | PI4K2A block | Pin1 inhibitor | G9a block | ERG-DNA inh | BAZ2B inh | GLS inhibitor | PGK inhibitor | HP1b chromo inh | JMJD2A Tudor inh | Molecule
13 | 1 | 6% | / | -3% | / | 9% | 1% | 21% | -7% | O=C(CN1C(=O)NC2(CCCC2)C1=O)NCc1ccc(F)cc1
14 | -4 | 3% | 5%[59 µM] | 0% | -2% | 7% | -1% | 23% | -7% | OCCN1CCN(c2ncnc3c2cnn3-c2cccc(Cl)c2)CC1
15 | 3 | 0% | 21%[12.7 µM] | -2% | 8% | 2% | -3% | 18% | -11% | CCOC(=O)C1CCN(C(=O)CN(c2ccc3c(c2)OCCO3)S(C)(=O)=O)CC1
16 | 3 | -4% | 21% | -2% | -4% | 0% | -4% | -14% | -15% | COc1ccccc1N(C(=O)c1ccco1)C(C(=O)NC1CCCCC1)c1cc(OC)c(OC)c(OC)c1 (stereo not drawn)
17 | 2 | -8% | / | -11% | / | 4% | 1% | 9% | -9% | c1ccc2c(c1)CNc1ccccc1-2
18 | -5 | -6% | 12% | 9% | -2% | 9% | -9% | 41%[activator] | -4% | COc1ccc(S(=O)(=O)NCC(=O)N(CC(=O)NCc2ccco2)C2CCCC2)cc1
19 | -3 | -2% | ? | -10% | -2% | -4% | -12% | 48%[activator] | 2% | O=C(CN1C(=O)NC(Cc2ccccc2)C1=O)Nc1ccc(OC(F)(F)F)cc1 (stereo not drawn)
20 | -1 | 4% | 15% | 5% | -7% | 4% | 1% | 50%[activator] | ? | COc1ccccc1OCc1ccc(C(=O)NC(C)c2ccccc2)o1 (stereo not drawn)
21 | -5 | -3% | -4%[59 µM] | -5% | 6% | 0% | -7% | 40%[activator] | -11% | O=C(Cn1ncc2c([nH]c3ccccc32)c1=O)Nc1cccc(C(F)(F)F)c1
22 | -5 | 0% | -34% | 0% | -18% | 11% | -10% | -3% | -13% | CCOc1ccc(NS(=O)(=O)c2ccc(C(=O)NCC(c3cccs3)N3CCOCC3)cc2)cc1 (stereo not drawn)
23 | -11 | ? | 45%[59 µM] | 1% | ? | -3% | -2% | 25% | -33% | COc1ccc(CCNC(=O)c2nnn(-c3cc(C)cc(C)c3)c2N)cc1OC
24 | 2 | -4% | 10µM* | 4% | 5.6µM* | ? | i | 18µM* | 11µM* | Clc1ccc(CNc2ccc(N3CCN(Cc4ccccc4)CC3)cc2)cc1

Quoted from the listing.
O=C(CN1C(=O)NC2(CCCC2)C1=O)NCc1ccc(F)cc1 in PI4K2A block is entered as 1
CCCN(C(=O)c1cc(S(=O)(=O)N2CCc3ccccc32)cn1C)c1ccc(OCC)cc1 in GLS inhibitor is entered as -12%
O=C(Cn1ncc2c([nH]c3ccccc32)c1=O)Nc1cccc(C(F)(F)F)c1 in ERG-DNA inh is entered as -5%

(next part)
no. | PI4K2A block | Pin1 inhibitor | G9a block | ERG-DNA inh | BAZ2B inh | GLS inhibitor | PGK inhibitor | HP1b chromo inh | JMJD2A Tudor inh | Molecule
25 | 0 | 1% | 15%[12.7 µM] | 4% | 1% | 12% | -2% | 42%[activator] | -6% | COC(=O)C1C(=O)CC(C)(O)C(C(=O)OC)C1c1ccccc1F (stereo not drawn)
26 | -2 | 13% | 21%[59 µM] | 30% | 16% | -7% | / | 86%[activator] | 3% | Cc1ccccc1NC(=O)c1c(NC(=O)c2ccccc2)sc2c1CCC2
27 | -3 | -3% | -2%[59 µM] | 6% | -1% | -13% | 6% | 30% | -2% | Cc1cc(Cl)ccc1OCC(=O)Nc1c(C(=O)c2ccccc2)oc2ccccc12
28 | 2 | -3% | 5%[59 µM] | 10% | 3% | -6% | i | 43%[activator] | -8% | CCc1cnc2c(c1SCC(=O)Nc1ccc(C(=O)OC)cc1)c(=O)n(C)c(=O)n2C
29 | 2 | -4% | -8%[59 µM] | 3% | -20% | 9% | 3% | 23% | -1% | Cc1ccc(-n2nc(C)c3c(C(=O)O)cc(C)nc32)cc1
30 | -4 | 1% | -3%[12.7 µM] | -5% | 2% | 0% | i | 74%[activator] | -3% | Cc1ccc(NC(=O)Cn2c(=O)cnc3ccccc32)cc1S(=O)(=O)N1CCOCC1
31 | -3 | 1% | 11%[59 µM] | -1% | 9% | -2% | -4% | 16% | -19% | CC(C)Oc1ccc(C(=O)N(Cc2ccco2)Cc2cccs2)cc1
32 | -2 | -7% | 0% | -6% | -3% | 14% | -7% | 31% | -4% | COc1cc(/C=N/n2c(C)nc3ccccc3c2=O)ccc1O
33 | 5 | -9% | 15%[59 µM] | -10% | -6% | -3% | -1% | 35% | -10% | CCOc1ccccc1C(=O)N1CCC(C(=O)c2ccc(F)cc2)CC1
34 | -2 | 4% | ? | 7% | ? | -2% | i | -15% | -34% | CCCC(=O)Nc1cc(-c2nc3cccnc3s2)ccc1C
35 | 6 | -8% | / | 8% | / | -1% | -9% | 0% | -23% | COc1ccccc1N1CCN(C(=O)c2cc(S(=O)(=O)N3CCCCC3)ccc2C)CC1
36 | -4 | -4% | ? | 1% | 12% | 3% | -1% | 33%[activator] | -16% | CC(Oc1ccccc1)c1ccnn1S(C)(=O)=O (stereo not drawn)
37 | 4 | 0% | 6% | -10% | 3% | 1% | i | 35% | -9% | CCOC(=O)COc1ccc2cc(C(=O)OCC)c(=O)oc2c1
38 | 0 | 12% | 4%[0.501 µM] | 0% | 0% | 1% | -2% | 15% | -13% | Nc1cc(C(=O)OCC(=O)NNC(=O)c2cccs2)ccc1Cl
39 | -4 | -2% | / | 1% | 17% | 13% | 0% | 21% | -4% | O=C(N/C(=C/c1ccccc1)C(=O)N1CCCCC1)c1ccc(Br)o1

Sorted by value in GLS inhibitor (largest number first): some entries from above
cpd | SMILES | GLS inhibitor
39 | O=C(N/C(=C/c1ccccc1)C(=O)N1CCCCC1)c1ccc(Br)o1 | 13%
29 | Cc1ccc(-n2nc(C)c3c(C(=O)O)cc(C)nc32)cc1 | 9%
38 | Nc1cc(C(=O)OCC(=O)NNC(=O)c2cccs2)ccc1Cl | 1%
